Compound activity deposited in PubChem by Sanford-Burnham Center for Chemical Genomics.
Hsp70 displacement: small molecules displacing fluorescent ligand from Hsp70 – biochemical, fluorescence polarization, primary screen (AID 583). Hsp70 fluorescence polarization probe displacement, mP; higher % means a stronger effect. displacement, % at 20 µM, or IC50 in µM where a hit was titrated. actives 0.06% (n = 140,000); in the data active = displacement above about 50%;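 note: plate controls were vehicle for no effect and reference ligand for full effect; a part of the inactive calls stands beside numbers as strong as those of hits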
Rat MKP-3 inhibitors: inhibition of rat DUSP6 enzyme activity – biochemical, in vitro, primary screen (AID 425). recombinant MKP-3 phosphatase activity, fluorescence; higher % means a stronger effect. inhibition, % at 20 µM, or IC50 in µM where a hit was titrated. actives 0.17% (n = 110,000); in the data active = inhibition above about 50%;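 note: plate controls were vehicle for no effect and reference inhibitor for full effect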
Active calls of the source: *; / = no result given; & = joins results of further samples. The list is partial. The share of hits here may be higher or lower than overall.

SMILES | Hsp70 displacement | Rat MKP-3 inhibitors
CC(C)(C)NC(=O)c1cc2ccccc2o1 | / | 0%
CC1(C)NC(=O)N(CCCOc2ccccc2Br)C1=O | -2.6% | /
COC(=O)c1ccc(/C=N/NC(=O)COc2ccc(I)cc2)cc1 | 2.8% | 4%
O=C(CN1CCC(O)CC1)N1c2ccccc2C=Cc2ccccc21 | -2.2% | -3%
CCOC(=O)C(C)Sc1nnc(-c2c[nH]c3ccccc23)n1C (configuration not stated) | -4.0% | 2%
CCOc1ccc(NC(=O)CSc2nnc(C)n2Cc2ccccc2)cc1 | 0.9% | /
COc1cc(S(=O)(=O)N2CCC(c3nc4ccccc4s3)CC2)ccc1S(=O)(=O)NC1CCCC1 | -0.8% | /
O=C(/C=C/c1ccc(-c2ccc(Cl)cc2Cl)o1)c1ccccc1 | -12% | 5%
CCOC(=O)C(NC(=O)c1ccccc1)=C1C=C(C)OC(C)=C1 | 7.1%&2.4% | -13%&1%
COc1cc2c(cc1OC)-c1nnc(-c3cccs3)n1C(C)(C)C2 | 9.1%&0.7% | -6%&0%
COc1cccc(NC(=O)Cn2c(SCC(=O)N3CCOCC3)nc3ccccc32)c1 | -1.4% | -4%
O=S(=O)(NC1CCCCC1NCc1ccco1)c1ccc(Cl)cc1 (configuration not stated) | -3.4% | -4%
COc1ccc(NC(=O)CSc2nnc(Cn3c(=O)sc4ccccc43)n2C)cc1 | 5.5% | 5%
COc1ccc2c(c1)-c1c(sn(-c3ccc(OC)c(OC)c3)c1=S)C(C)(C)N2 | 0.0% | 2%
COc1ccc(NC(=O)CSC(N)=O)c(OC)c1 | -1.3% | 3%
CC1=C(C(=O)OCCc2ccccc2)C(c2ccccc2Br)CC(=O)N1 (configuration not stated) | -2.0% | 6%
Cc1cc(NS(=O)(=O)c2ccc(NC(=O)Cc3cccs3)cc2)no1 | 1.4% | -6%
CC(=O)c1ccc(NC(=O)c2ccc(-c3ccc(Cl)cc3Cl)o2)cc1 | -10% | 7%
COc1cc(OC)cc(C(=O)N2CCN(C3CCCCC3)CC2)c1 | -3.0% | 2%
COc1ccc(CCNC(=O)c2cccnc2)cc1OC | -2.5% | -8%
CN1C(=O)C2(c3ccccc31)N1CC3(C)CN2CC(C)(C1)C3=O (configuration not stated) | -0.7% | 0%
COc1ccc(NC(=O)CS(=O)CC(=O)Nc2ccc(OC)c(OC)c2)cc1 (configuration not stated) | 5.8% | -3%
CC(C(=O)NCc1ccncc1)N1C(=O)c2ccccc2C1=O (configuration not stated) | 1.3% | 0%
O=C(CCCN1CCN2CCCCCC2C1)c1ccc(F)cc1 (configuration not stated) | -1.4% | 2%
O=C(NCc1cccs1)c1cc(-c2cccc(Cl)c2)on1 | -0.4% | 5%
OCCNCCOc1ccc(Cl)cc1 | 1.9% | 3%
CCOC(=O)C1=C(C)Nc2ncnn2C1c1cc(OC)ccc1OC (configuration not stated) | 0.9% | 2%
O=C1C2CCCN2C(c2ccc(F)cc2)N1c1cccc(Cl)c1 (configuration not stated) | 4.3% | -10%
O=c1cc(COn2nnc3ccc(C(F)(F)F)cc32)nc2sccn12 | -3.0% | -10%
Cc1ccc(C(N)=S)c(C)c1 | -2.8% | 1%
CN1CCC(NC(=O)Cc2c(F)cccc2Cl)CC1 | / | -6%
CCOc1ccc(C(=O)N(C(=O)c2ccc(OCC)cc2)c2ncccc2C)cc1 | 3.7% | 6%
COc1cc(N=c2ssnc2Cl)c(OC)cc1Cl | 0.1% | /
Cc1cccc(N2CCN(C(=O)Cc3c(C(=O)O)[nH]c4ccc(Cl)cc34)CC2)c1C | 5.5% | 8%
O=C(Nc1ccc(Cl)cc1)Nc1ccc(-c2nc3ccccc3s2)cc1 | -0.1% | 0%
CCCCNc1nc(CC(C)=O)ns1 | 1.7% | /
CCN1CCN(C(=O)c2cc3nc(-c4ccccc4)cc(C(F)(F)F)n3n2)CC1 | -1.4% | -12%
CC(NC(=O)CN(c1cccc(Cl)c1)S(C)(=O)=O)c1ccccc1 (configuration not stated) | -1.0% | 1%
COc1ccc(OC)c(C2/C(=C(\O)c3ccccc3)C(=O)C(=O)N2CCCCCC(=O)O)c1 (configuration not stated) | 0.8% | 2%
COc1ccc(C2CC(=O)C3=C(C2)Nc2ccccc2NC3c2ccccc2C)cc1 (configuration not stated) | -0.9% | 0%

Entries of single compounds, looked up by structure:
Shown for `CC(NC(=O)CN(c1cccc(Cl)c1)S(C)(=O)=O)c1ccccc1` (configuration not stated) = Hsp70 displacement: -1.0%; Rat MKP-3 inhibitors: 1%
Shown for `CN1C(=O)C2(c3ccccc31)N1CC3(C)CN2CC(C)(C1)C3=O` (configuration not stated) = Hsp70 displacement: -0.7%; Rat MKP-3 inhibitors: 0%

Next part.
SMILES | Hsp70 displacement | Rat MKP-3 inhibitors
CC(NC(=O)c1ccco1)C(c1cccs1)N1CCOCC1 (configuration not stated) | -2.6% | 6%
CCCOc1ccc(OCCSc2ncccn2)cc1 | 2.0% | 6%
CCCNC(=O)N1CCC(C(=O)c2ccc(F)cc2)CC1 | 3.8% | /
CC(C)(C)NCCCCOc1cc(Cl)ccc1Cl | -6.2% | 3%
COC(=O)c1c(C)c(C)nc(N)c1C#N | 6.4% | /
COc1cc(OC)cc(C(=O)Nc2ccc(-c3nc4ccccc4o3)cc2)c1 | 0.6% | -12%
CCOC(=O)c1sc(NC(NC(=O)c2ccco2)C(=O)c2ccccc2)c(C(=O)OCC)c1C (configuration not stated) | -1.8% | 0%
CCCN(CCC)C(=O)c1ccccc1 | 1.2% | -4%
CN(C)CCNC(=O)c1cc(Cl)ccc1Cl | 2.7% | 3%
CCOc1ccc(/C=C2\C(=O)NC(=S)N(c3cccc(Br)c3)C2=O)cc1Cl | 4.7% | 0%
CCn1c(=O)cc(OCC(=O)NCCCN2CCC(C)CC2)c2ccccc21 | / | -3%
C=CCC1c2cccc(C(=O)O)c2C(=O)N1c1ccc(F)cc1 (configuration not stated) | -0.6% | 3%
COc1ccc(C(=O)CCC(=O)O)cc1 | -3.2% | -6%
CCOc1ccc2oc(-c3ccccc3)c(C(=O)N3CCN(C)CC3)c2c1 | 6.3%&-3.5% | -9%&3%
CCCCN(CC)CCNc1c(NC2CCN(C(=O)OCC)CC2)c(=O)c1=O | 1.8% | -8%
Cc1ccccc1OCC(O)Cn1c(NCc2ccco2)nc2c1c(=O)n(C)c(=O)n2C (configuration not stated) | 0.7% | -7%
Cc1onc(-c2ccccc2)c1C(=O)NCCc1ccc(S(N)(=O)=O)cc1 | 4.9% | /
CCCCOC(=O)c1cccc(NC(=O)COc2ccccc2Cl)c1 | -1.6% | 2%
CCC(Oc1ccccc1)C(=O)Nc1ccc(S(=O)(=O)NCC2CCCO2)cc1 (configuration not stated) | 1.5% | -3%
CCOC(=O)C(C)Oc1cc2oc(=O)c(CC)c(C)c2cc1CC (configuration not stated) | 2.3% | 4%

Brought forward from above: 7 compounds, then new ones.
SMILES | Hsp70 displacement | Rat MKP-3 inhibitors
CCOc1ccc2oc(-c3ccccc3)c(C(=O)N3CCN(C)CC3)c2c1 | 6.3%&-3.5% | -9%&3%
CCCCN(CC)CCNc1c(NC2CCN(C(=O)OCC)CC2)c(=O)c1=O | 1.8% | -8%
Cc1ccccc1OCC(O)Cn1c(NCc2ccco2)nc2c1c(=O)n(C)c(=O)n2C (configuration not stated) | 0.7% | -7%
Cc1onc(-c2ccccc2)c1C(=O)NCCc1ccc(S(N)(=O)=O)cc1 | 4.9% | /
CCCCOC(=O)c1cccc(NC(=O)COc2ccccc2Cl)c1 | -1.6% | 2%
CCC(Oc1ccccc1)C(=O)Nc1ccc(S(=O)(=O)NCC2CCCO2)cc1 (configuration not stated) | 1.5% | -3%
CCOC(=O)C(C)Oc1cc2oc(=O)c(CC)c(C)c2cc1CC (configuration not stated) | 2.3% | 4%
COc1cccc(OCC(O)CN2CCOCC2)c1 (configuration not stated) | 0.8% | 0%
Cc1sc2nc3n(c(=O)c2c1C)Cc1ccccc1-3 | -12% | -9%
NC(=O)C1(N2CCCCC2)CCN(C(=O)c2ccc(C#Cc3ccccc3)o2)CC1 | 2.6% | 3%
CCOC(=O)C1=C(O)/C(=C/c2ccc(OCC(=O)Nc3ccc(C)cc3)cc2)N=C1C | 5.2% | 1%
O=C(CNc1ccccc1Cl)c1ccc([N+](=O)[O-])cc1 | 1.5% | 11%
CCCCOc1ccccc1NC(=O)Cn1c(-c2nonc2N)nc2ccccc21 | -1.1% | -5%
O=C1SC(Nc2ccc(Cl)cc2)C(=O)N1c1ccccc1 (configuration not stated) | -4.1% | -1%
CCCCOc1ccc(/C=C2\N=C(c3ccc(Cl)cc3)OC2=O)cc1 | 2.1% | 1%
Cc1nnc(NC(=O)CSc2nccn2-c2cccc(C)c2C)s1 | 1.0% | -1%
Cc1c(NC(=O)CSc2ccccn2)c(=O)n(-c2ccccc2)n1C | 2.3% | -2%
CCC(=O)Nc1nc2ccccc2n1Cc1ccc(Cl)cc1 | -3.6% | 1%
COC(=O)c1sc(NC(=O)/C=C/c2ccco2)c(C(=O)OC)c1C | 7.5% | 0%
COCCOC(=O)C1=C(C)N(C)C(=O)NC1c1ccc(Br)cc1 (configuration not stated) | 2.8% | 3%
CC(=O)c1cccc(NC(=O)COc2ccc(-c3ccc(C)cc3)cc2)c1 | -0.4% | 6%
Cc1ccc(N(C(=O)c2ccncc2)C2C=CS(=O)(=O)C2)cc1 (configuration not stated) | / | -6%
O=C(O)CC1Sc2nc3ccccc3n2C1=O (configuration not stated) | 0.9% | -2%
CCOC(=O)N1CCC(Nc2c(NCCCN(C)Cc3ccccc3)c(=O)c2=O)CC1 | 1.6% | 1%
Cn1c(=O)c([N+](=O)[O-])c(N2CCN(c3ccccn3)CC2)c2ccccc21 | -0.7% | 3%
Cc1ccc2nc(SCC(=O)c3ccc4c(c3)OCO4)[nH]c2c1 | 0.7% | /
Cc1ccc(-n2nnc3c(=O)n(Cc4cc(C)ccc4C)cnc32)cc1 | -4.5% | /
Cc1ccc(-c2cc(C(=O)NCCCN3CCOCC3)no2)cc1 | -2.1% | 2%
O=C(c1cn(-c2ccccc2)nc1-c1cccs1)N1CCOCC1 | -3.1% | /
O=C(O)CCCCCN1C(=O)c2ccc(C(=O)O)cc2C1=O | -5.8% | -5%
CC1=NN(c2ccc(C(=O)O)cc2)C(=O)/C1=C\c1ccco1 | 1.8% | 4%
CCn1c(N2CCN(C(=O)Nc3ccc(F)cc3)CC2)nc2ccccc21 | 3.2% | /
Cc1occc1C(=O)Nc1nnc(C2CCCCC2)s1 | 5.0% | 1%
COc1ccc(C2C(=O)N(CCc3ccccc3)CC(=O)N2C2CCCCC2)cc1 (configuration not stated) | -0.6% | /
O=C(O)CCCNS(=O)(=O)c1ccc(Br)c(C(=O)O)c1 | 3.8% | 0%
O=C(COc1ccc(CO)cc1)Nc1ccc(F)cc1 | -3.2% | -10%
COc1ccc(CN2CCN(Cc3cccn3C)CC2)c(OC)c1OC | 5.3% | 4%
CCOC(=O)c1ccc(NC(=O)CSc2ncccn2)cc1 | 7.1% | -7%
CSCCC(Nc1ncnc2ccc(Br)cc12)C(=O)O (configuration not stated) | 0.3% | 5%
Oc1ccc(Cl)cc1/C=N/Nc1nc2ccccc2s1 | 0.6% | -3%
Cc1onc(-c2ccccc2)c1C(=O)Nc1ccccc1N1CCOCC1 | 5.5% | -4%
O=C1NC(=O)/C(=C\c2ccc(O)c(Br)c2)S1 | 8.7% | 2%
CCOc1ccc(Br)cc1S(=O)(=O)Nc1nc(CN2CCOCC2)nc2sc(C)c(C)c12 | -27% | /
O=S(=O)(Nc1ccc2c(c1)OCCO2)c1ccc(F)cc1 | 6.4% | /
O=C(COc1ccccc1)NCCSc1ccccc1 | -3.6% | 2%
COCCNC(=O)C(c1ccco1)N(C(=O)Cn1nnc2ccccc21)c1cccc(C)c1C (configuration not stated) | -3.8% | -10%
O=C(NCc1ccccn1)Nc1cccc(Cl)c1 | -2.1% | -14%
O=C(c1cc2n(n1)C(C(F)(F)F)CC(c1ccc3c(c1)OCO3)N2)N1CCN(C(c2ccccc2)c2ccccc2)CC1 (configuration not stated) | 3.8% | 5%
Cc1nc(CN2C(=O)c3ccccc3C2=O)cs1 | -0.2% | -4%
COc1ccc(OC)c(C(O)c2nccn2C)c1 (configuration not stated) | -4.4% | -2%
CS(=O)(=O)N1CCN(Cc2ccccc2F)CC1 | 0.7% | -2%
CCCCNC(=O)CCc1c(C)nc2nc(-c3cc(OC)cc(OC)c3)nn2c1C | 1.1% | /
COc1ccc(C2CC(=O)C3=C(C2)Nc2ccccc2NC3c2cccc(Cl)c2Cl)cc1OC (configuration not stated) | -0.7% | 2%
O=C(O)c1ccc(-c2cccc(Cl)c2)o1 | 11% | /
O=C(Nc1ccc(N2CCN(C(=O)c3ccccc3)CC2)cc1)c1ccc2c(c1)OCO2 | -4.2% | /
CCOc1ccccc1C(=O)NC1CCN(Cc2nnnn2C2CCCC2)CC1 | -1.0% | -7%
CC(C)(CO)C(O)C(=O)NCc1ccc(C(=O)O)cc1 (configuration not stated) | -4.1% | 1%
Cc1ccc(-c2cc(NC(=O)c3cccs3)n[nH]2)cc1 | 3.5% | -2%
[O-][n+]1ccc(C2CC2)cc1 | -0.5% | -7%

Rewritten as comma-separated lines: part of the list above.
Compound,Hsp70 displacement,Rat MKP-3 inhibitors
O=C(O)c1ccc(-c2cccc(Cl)c2)o1,11%,/
O=C(Nc1ccc(N2CCN(C(=O)c3ccccc3)CC2)cc1)c1ccc2c(c1)OCO2,-4.2%,/
CCOc1ccccc1C(=O)NC1CCN(Cc2nnnn2C2CCCC2)CC1,-1.0%,-7%
